# M5 antag: human M5 muscarinic receptor antagonists, primary screen, CHO cells, Fluo-8 calcium fluorescence; Muscarinic acetylcholine receptor M5 (Homo sapiens), P08912; CHO-hM5 cells, ACh EC80; inhibition, % at 3 µM; hit rate 0.59% among 360,000; AID 624040, 2012;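 active means inhibition above a per-plate cutoff, the mean of that plate's test compounds plus 3 SD, cut at about 27% in these data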;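 further: 0% = acetylcholine EC80 with DMSO and 100% = DMSO without agonist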
# M5 ag: human M5 muscarinic receptor agonists, primary screen, CHO-K1 cells, Fluo-8 calcium fluorescence; Muscarinic acetylcholine receptor M5 (Homo sapiens), P08912; CHO-K1 hM5 cells; 0% DMSO wells, 100% maximal acetylcholine response; activation, % at 3 µM; hit rate 0.19% among 360,000;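 active means activation above the run's mean over test compounds plus 3 SD, cut at about 23% in these data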;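 further: signal is peak over basal fluorescence ratio across the kinetic read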
# CRFBP-R2 agonist: agonists of CRF-BP/CRF-R2 complex, primary screen, cell-based, HEK293, calcium dye fluorescence, uHTS. activation, % at 13.2 µM. CRF-binding protein / CRF receptor 2 complex (human). calcium dye fluorescence (FLIPR); percent of saturating CRF peptide response. hit rate 0.46% among 350,000;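 active means activation of at least 50%, plus an integration ratio under a set limit after plate pattern correction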;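 further: plate controls were neutral control wells without compound for no effect and CRF at EC100 for full effect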
# M4 PAM: human M4 muscarinic receptor positive allosteric modulators, primary screen, CHO-K1 cells, Fluo-8 calcium fluorescence; Muscarinic acetylcholine receptor M4 (Homo sapiens), P08173; CHO-K1 hM4/Gqi5, ACh EC20; 0% = ACh EC20, 100% = maximal ACh; activation, % at 3 µM; hit rate 0.4% among 360,000; AID 624126, 2012;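 active means activation above its plate's cutoff, the mean activation of sample wells plus 3 SD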; further: some results filed as inactive read as strong as hits
# Target sequence (P08173 whole entry, looked up): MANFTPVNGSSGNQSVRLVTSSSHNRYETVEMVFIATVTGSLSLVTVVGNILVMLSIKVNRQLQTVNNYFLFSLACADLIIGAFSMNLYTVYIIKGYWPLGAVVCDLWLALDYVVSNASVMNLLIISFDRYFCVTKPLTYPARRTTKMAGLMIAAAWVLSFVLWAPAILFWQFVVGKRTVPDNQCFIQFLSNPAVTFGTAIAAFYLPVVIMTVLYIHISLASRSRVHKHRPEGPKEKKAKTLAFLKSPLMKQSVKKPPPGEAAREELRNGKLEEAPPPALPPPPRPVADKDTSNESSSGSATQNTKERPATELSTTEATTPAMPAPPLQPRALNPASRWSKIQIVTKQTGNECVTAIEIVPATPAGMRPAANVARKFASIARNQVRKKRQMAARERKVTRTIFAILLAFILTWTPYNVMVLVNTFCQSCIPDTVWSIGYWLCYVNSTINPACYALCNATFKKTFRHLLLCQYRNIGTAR
# M4 ag: human M4 muscarinic receptor agonists, primary screen, CHO-K1 cells, Fluo-8 calcium fluorescence | Muscarinic acetylcholine receptor M4 (Homo sapiens), P08173 | CHO-K1 hM4/Gqi5; vehicle 0%, full acetylcholine response 100% | activation, % at 3 µM | hit rate 0.14% among 360,000;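 active means activation above the run mean over all test wells plus 3 SD, cut at about 32% in these data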;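 further: peak over basal fluorescence ratio per well then scaled between controls; 0% = DMSO wells and 100% = acetylcholine at EC100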
# CRFBP-R2 block: antagonists of CRF-BP/CRF-R2 complex, primary screen, cell-based, HEK293, calcium dye fluorescence, uHTS | CRF-induced calcium fluorescence | inhibition, % at 11.8 µM | AID 588475, 2011 | hit rate 0.59% among 350,000;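 active means inhibition of the ligand-induced calcium signal above about 50% at the single tested concentration, limit read from the data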
# M4 antag: human M4 muscarinic receptor antagonists, primary screen, CHO cells, Fluo-8 calcium fluorescence. hit rate 0.73% among 360,000. CHO-hM4 cells, ACh EC80. Muscarinic acetylcholine receptor M4 (Homo sapiens), P08173. inhibition, % at 3 µM;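 active means inhibition above its plate's cutoff, the mean inhibition of sample wells plus 3 SD, cut at about 27% in these data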;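 further: 0% = acetylcholine EC80 with DMSO and 100% = DMSO without agonist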
# CHRM1 PAM: human M1 muscarinic receptor positive allosteric modulators, primary screen, CHO-K1 cells, Fluo-8 calcium fluorescence, 1536-well | AID 588819, 2011 | activation, % at 3 µM | hit rate 0.088% among 360,000 | CHO-K1 hM1, ACh EC20; 0% = ACh EC20, 100% = maximal ACh; in the data active means activation above about 19%, passing the limit was not always enough
# Target sequence (P11229 whole entry, looked up): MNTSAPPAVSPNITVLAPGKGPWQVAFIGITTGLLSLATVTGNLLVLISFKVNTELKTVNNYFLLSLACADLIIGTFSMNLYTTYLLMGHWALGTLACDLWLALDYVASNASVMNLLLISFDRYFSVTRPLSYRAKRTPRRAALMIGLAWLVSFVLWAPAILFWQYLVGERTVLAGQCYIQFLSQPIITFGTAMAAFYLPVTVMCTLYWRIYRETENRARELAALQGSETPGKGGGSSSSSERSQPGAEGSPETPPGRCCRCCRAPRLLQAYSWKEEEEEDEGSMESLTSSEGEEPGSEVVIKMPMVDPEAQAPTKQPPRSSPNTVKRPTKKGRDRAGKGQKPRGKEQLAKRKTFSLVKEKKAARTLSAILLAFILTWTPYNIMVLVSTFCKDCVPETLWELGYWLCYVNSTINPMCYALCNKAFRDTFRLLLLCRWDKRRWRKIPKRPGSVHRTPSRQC
# M5 PAM: human M5 muscarinic receptor positive allosteric modulators, primary screen, CHO-K1 cells, Fluo-8 calcium fluorescence; activation, % at 3 µM; hit rate 0.3% among 360,000; CHO-K1 hM5, ACh EC20 PAM; 0% = ACh EC20, 100% = ACh EC100; Muscarinic acetylcholine receptor M5 (Homo sapiens), P08912; AID 624038, 2012;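 active means activation above the run cutoff, the mean activation of all test compounds plus 3 SD, cut at about 18% in these data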
#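 Assay system: CHO-K1 hM5 cells. Also added: acetylcholine at EC20 concentration, added after compound. Dosing: 3 µM, single dose. Times: compound preincubation 140 s before EC20 acetylcholine addition. Signal: Fluo-8 calcium fluorescence. Measure: % activation relative to EC20 and EC100 ACh responses. Repeats: singlicate, one well per test compound.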
# * marks the source's active call; other numbers are inactive results; · = no result given.
M4 ag	M4 PAM	M4 antag	CHRM1 PAM	CRFBP-R2 agonist	CRFBP-R2 block	M5 ag	M5 PAM	M5 antag	structure
1	4	10	16	3.1	-17	1	13	-3	Cc1ccc(NS(=O)(=O)c2ccc(CCC(=O)NCCO)cc2)cc1
-1	-8	2	-4	1.7	19	-6	1	-12	CC1Cc2ccccc2N1C(=O)c1cc2sccc2n1Cc1ccc(F)cc1 (configuration not stated)
0	-1	-1	5	-0.3	13	-9	-4	4	CS(=O)(=O)c1ccc(Cl)c(NC(=O)C2CC(=O)N(Cc3ccccc3)C2)c1 (configuration not stated)
2	4	-10	5	-1.9	-4	-1	3	-2	O=C(CSc1ccc2nnc(-c3ccncc3)n2n1)NCc1ccco1
1	7	6	14	1.0	-3	0	-1	9	O=C(c1cnc2sccn2c1=O)N1CCN(c2ccccc2Cl)CC1
1	3	8	6	0.7	-6	-2	-4	13	CC(=O)NN1C(=O)c2ccccc2NC1c1ccccc1 (configuration not stated)
0	-4	12	3	-2.3	-12	1	-6	5	Cc1nc2cc(-c3ccc(F)cc3)[nH]n2c(=O)c1C
0	-3	-1	-3	0.1	8	-26	3	12	Cc1cccc[n+]1CC(=O)c1ccc(NC(=O)c2ccccc2)cc1
2	5	-12	5	-2.0	5	2	3	5	C=C(C)C(O)COc1c2occc2c(OC)c2ccc(=O)oc12 (configuration not stated)
3	-5	4	1	-2.3	5	1	-8	0	Oc1ccc(N2CCN(c3ncnc4sc5c(c34)CCC5)CC2)cc1
1	3	3	4	0.0	15	1	5	-7	CN(C)C(=O)COc1ccc2cc(-c3ccccc3)c(=O)oc2c1
4	10	-3	5	-1.3	9	-1	-6	-4	CS(=O)(=O)N(CC(=O)NCCSCc1c(F)cccc1Cl)c1ccc2c(c1)OCO2
1	-3	-2	14	-3.1	20	-3	-8	-4	CC(C)Nc1nc2ccccc2c(=O)[nH]1
0	-3	-7	2	0.3	-1	-1	1	7	N#CC1=C(N)Oc2cc3c(cc2C1c1ccc(Cl)cc1)OCO3 (configuration not stated)
0	9	-7	11	-0.6	12	-1	8	1	O=C(Nc1c(C(=O)O)[nH]c2ccccc12)c1cccc(C(F)(F)F)c1
0	2	-10	5	-0.3	-8	-2	-4	-10	Cc1cc(=O)oc2cc3c(cc12)OCCN3
2	5	-15	10	-1.9	4	-14	6	-3	CCN(CC)c1ccc(/C=N/N2CCN(c3ccccc3OC)CC2)cc1
23	2	-6	1	·	·	11	-1	-1	COC(=O)c1cc(Cl)ccc1NCC(N)c1ccccc1 (configuration not stated)
2	1	12	16	1.1	-20	1	7	-5	O=C(COc1ccc(Cl)cc1)N(Cc1ccc(F)cc1)C1CCS(=O)(=O)C1 (configuration not stated)
11	0	-4	-1	-3.3	-21	7	2	-10	Nc1nonc1C(=O)NCCNCc1ccccc1OCc1ccc(F)cc1

# One compound at a time (already shown):
# Entry for Oc1ccc(N2CCN(c3ncnc4sc5c(c34)CCC5)CC2)cc1 = M4 ag = 3; M4 PAM = -5; M4 antag = 4; CHRM1 PAM = 1; CRFBP-R2 agonist = -2.3; CRFBP-R2 block = 5; M5 ag = 1; M5 PAM = -8; M5 antag = 0
# Entry for COC(=O)c1cc(Cl)ccc1NCC(N)c1ccccc1 (configuration not stated) = M4 ag = 23; M4 PAM = 2; M4 antag = -6; CHRM1 PAM = 1; CRFBP-R2 agonist = ·; CRFBP-R2 block = ·; M5 ag = 11; M5 PAM = -1; M5 antag = -1

# (cont.)
M4 ag	M4 PAM	M4 antag	CHRM1 PAM	CRFBP-R2 agonist	CRFBP-R2 block	M5 ag	M5 PAM	M5 antag	structure
0	19	5	9	-4.0	-26	0	0	4	O=C(CN1C(=O)/C(=C\c2ccccc2F)SC1=S)Nc1nc2ccccc2s1
5	4	-2	-6	-3.6	-17	2	3	-15	O=C(NCCc1c[nH]c2ccccc12)/C(=C/c1cccnc1)NC(=O)c1ccccc1
3	4	-14	2	-0.1	-32	5	-3	-9	N#CC(C(=O)C1CCCCC1)c1nc2ccccc2[nH]1 (configuration not stated)
2	9	-8	9	·	·	1	2	-6	CCN1C(=O)[C@@H]2[C@@H]3CN(S(=O)(=O)c4ccc(C)cc4)[C@@H](c4ccccc4Cl)[C@@H]3C(=O)C[C@@H]2C1=O
2	-2	-1	8	-3.0	12	2	-5	2	O=C(CSc1nc2ccc(NC(=O)C3CCCCC3)cc2s1)NCC1CCCO1 (configuration not stated)
1	-1	7	1	1.0	16	1	2	3	Cc1ccc(NC(=O)COC(=O)c2cccnc2)c(C)c1
1	0	-1	1	-1.9	15	1	-4	6	CCN(C(=O)COc1ccc2ccc(=O)oc2c1)C1CCCCC1
0	6	9	-1	-0.5	18	1	-2	6	CCOc1ccc(C(CCc2ccccc2)NC(=O)c2ccc(OC)c(OC)c2)cc1OCC (configuration not stated)
0	7	-2	-1	-2.7	22	-2	6	-5	O=C(Cc1ccc(Br)cc1)Nc1ccccc1N1CCCC1
0	-6	-5	0	0.2	0	3	0	-4	Cc1ccc(NC(=O)CN2C(=O)S/C(=C\c3cc(C)n(-c4ccc(C(=O)O)cc4)c3C)C2=O)cc1
1	13	-5	17	0.5	2	2	10	2	C[C@H](CO)N1C[C@H](C)[C@@H](CN(C)S(C)(=O)=O)Oc2ccc(NC(=O)C3CCCCC3)cc2C1=O
1	-2	9	6	-1.3	3	1	-11	5	c1ccc2[nH]c(CSc3nnc(-c4ccncc4)o3)nc2c1
1	0	-7	-1	-2.8	-9	1	12	7	COC(=O)c1ccc2c(=O)n(Cc3ccc(C(=O)NCCCN4CCC(C)CC4)cc3)c(=S)[nH]c2c1
1	9	-2	7	-0.8	5	-2	4	0	C/C=C/C(=O)OCC(=O)Nc1ccc(F)cc1Cl
1	8	-19	5	2.0	4	-4	5	1	O=C1NC(NS(=O)(=O)c2ccccc2)(C(F)(F)F)C(=O)N1Cc1ccccc1 (configuration not stated)
-1	-2	1	4	-0.8	5	-2	-2	15	Cc1nc(N2CCN(c3ccc(Cl)cc3)CC2)[nH]c(=O)c1C
0	1	1	1	·	·	0	0	8	CNc1cc(-c2cccc(N(C)C)c2)ncn1
1	8	3	6	-0.3	-8	-2	6	1	CC1(C)CC(C(=O)Nc2nccs2)CCO1 (configuration not stated)
2	-1	-2	2	1.2	-8	0	0	4	COCCN(C(=O)CC1CCCC1)c1c(N)n(CC(C)C)c(=O)[nH]c1=O
4	-5	11	9	-0.9	-3	4	-4	3	COCCNC(=O)CNC(=O)c1nn(-c2ccc(OC)c(Cl)c2)c(=O)c2ccccc12
1	17	1	6	-0.2	2	1	7	-6	CCn1c(C)nc2cc(C(=O)NNC(=S)Nc3ccccc3Cl)ccc21
1	-2	6	4	-1.1	2	-5	0	-1	CSc1cccc(NC(=O)CN2C(=O)COc3ccc(S(=O)(=O)N4CCOCC4)cc32)c1
0	-2	2	7	-0.3	-10	-2	-2	4	CN(C(=O)c1cccc(NC(=O)Cc2ccc(NC(=O)C3CCN(C(=O)C4CCC4)CC3)cc2)c1)C1CC1
1	-10	8	-15	1.6	-4	-5	-8	11	Cc1nc(SCC(=O)Nc2ccc(CN3CCCC3)cc2)c2c(C)c(C)sc2n1
1	1	-4	8	0.5	4	-6	-1	-2	S=c1[nH]nc(C2CCCCC2)n1Cc1ccccc1
0	3	-15	4	-2.2	6	-5	5	-2	CC(CN1CCOCC1)OC(=O)Cc1ccc(Cl)cc1 (configuration not stated)
1	3	-11	8	-0.2	12	1	2	-3	O=C(Cn1ccnc1[N+](=O)[O-])NCc1ccccc1
2	-4	-4	7	-0.6	3	-5	-3	8	CS(=O)(=O)c1ccc(C(=O)N(Cc2ccccc2)c2ccccc2)cc1
2	0	4	17	-0.4	0	-3	-3	7	Cn1c(CC(=O)Nc2ccccc2Cl)nnc1SCC(=O)NC1CCCCC1
0	0	2	7	-2.1	-12	-8	4	-9	COCCn1c(Cc2ccccc2)nnc1SCC(=O)N1CCCCC1C (configuration not stated)
17	-12	0	-9	-4.3	-2	4	-12	1	COc1cccc(C(=O)Nc2c(C(N)=O)oc3ccccc23)c1
-1	0	-9	-7	-0.9	8	1	6	-9	O=C(Nc1nc(-c2cc(Cl)sc2Cl)cs1)c1ccccc1
1	6	-2	15	34	-62	3	-1	13	CN(C)c1ccc(C=Cc2ccnc3c(O)cccc23)cc1
8	-13	15	11	1.2	-18	-9	-11	24	NC(=O)c1ccc(NC(=O)c2ccc3c(c2)CCN3S(=O)(=O)c2ccccc2)cc1
-1	-13	-7	10	0.1	-3	-9	12	-4	Cc1ccc(Oc2ncccc2N)c2c1CCC2
0	21*	-20	8	-0.5	-2	3	3	-3	CCc1cc(=O)oc2cc(C)cc(OCC(=O)NC(Cc3c[nH]c4ccc(O)cc34)C(=O)O)c12 (configuration not stated)
0	10	9	6	4.8	-56	2	5	-6	Cc1ccccc1-n1c(=O)[nH]c(=O)c2c(N)c(C(=O)c3ccc(Cl)cc3)sc21
2	-9	-3	0	17	-5	1	-8	11	Cc1cccc(Oc2nc3ccccn3c(=O)c2/C=C(\C#N)C(=O)NC2CCS(=O)(=O)C2)c1 (configuration not stated)
1	1	3	6	1.9	-2	0	2	1	CCC(C)[C@@H](N)C(=O)N/N=C/c1ccc2ncccc2c1 (some centres not stated)
0	1	4	6	-1.1	1	0	-8	15	O=C(NC1CC1)C1=C[C@H](c2csc3ccccc23)C[C@H](OCCCCO)O1
5	-3	-12	1	-1.8	4	4	-5	1	COc1ccccc1Oc1ccc2c(c1)C(=O)N(c1cccc(O)c1)C2=O
0	-11	13	4	-1.2	4	0	-3	3	COc1cc(-c2cn(S(=O)(=O)c3cccc4nsnc34)nc2N)cc(OC)c1OC
2	5	-7	3	-2.0	2	1	3	-5	CN(CC(=O)Nc1ccc(F)c(F)c1F)C(=O)C1(c2ccccc2)CC1
2	0	-7	5	-2.1	-3	-1	1	10	O=C(NC1CCCCC1)C1CCCN(S(=O)(=O)c2cccc3cccnc23)C1 (configuration not stated)
1	6	-6	14	-0.4	-16	-3	-1	0	CC(C)(C)C(=O)Nc1cc2c3c(c1)CC(=O)N3CCC2
1	1	-6	1	3.8	-2	-4	2	-7	CCOC(=O)N1CCN(C(=O)c2oc3ccc(S(=O)(=O)N4CCCCCC4)cc3c2C)CC1
4	13	-10	17	0.2	-8	3	3	-3	CC(C)c1cccc(-c2ccc3c(c2)S(=O)(=O)c2cccc(C(=O)NC4CCCC4)c2C3=O)c1
0	-2	-2	3	-1.3	-3	-4	-1	-1	Cc1cccc(NC(=O)C[n+]2ccc(N(C)C)cc2)c1

# Two consecutive entries already listed:
M4 ag	M4 PAM	M4 antag	CHRM1 PAM	CRFBP-R2 agonist	CRFBP-R2 block	M5 ag	M5 PAM	M5 antag	structure
5	-3	-12	1	-1.8	4	4	-5	1	COc1ccccc1Oc1ccc2c(c1)C(=O)N(c1cccc(O)c1)C2=O
0	-11	13	4	-1.2	4	0	-3	3	COc1cc(-c2cn(S(=O)(=O)c3cccc4nsnc34)nc2N)cc(OC)c1OC
